KOR beta-arrestin-1: kappa opioid receptor blockers – cell-based, luminescence, uHTS (AID 1778) | KOR beta-arrestin recruitment, luminescence, antagonist mode; higher % means a stronger effect | inhibition, % at 10 µM; hits with a dose series show IC50 in µM | 290,000 compounds, 0.091% hits; in the data active = inhibition above about 50%; note: strong numbers were not always called active
Siah-1 displacement: Siah-1 peptide-binding antagonists, primary screen, biochemical, fluorescence polarization, rhodamine-plectin, uHTS (AID 1817); 290,000 compounds, 0.02% hits; displacement, % at 20 µM; hits with a dose series show IC50 in µM; Siah-1 / rhodamine-plectin peptide fluorescence polarization; higher % means a stronger effect;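 active = displacement of at least 50% at 20 µM, with a fluorescence ratio check between 0.3 and a set limit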;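 note: plate controls were Siah plus tracer with DMSO for no effect and tracer alone without Siah for full effect; strong numbers were not always called active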
KOR beta-arrestin-2: kappa opioid receptor activators – cell-based, luminescence, uHTS, primary screen (AID 1777) | KOR beta-arrestin recruitment, luminescence; higher % means a stronger effect | one-dose activation, % at 10 µM; EC50 in µM for titrated hits | 280,000 compounds, 0.02% hits; in the data active = activation above about 50%, passing the limit was not always enough; note: a part of the inactive calls stands beside numbers as strong as those of hits
GPR35 antagonists: inhibition of zaprinast-stimulated GPR35 beta-arrestin translocation – imaging, U2OS, beta-arrestin-GFP, zaprinast agonist, primary screen (AID 2058); U2OS GPR35 beta-arrestin-GFP translocation imaging, zaprinast antagonism; higher % means a stronger effect; one-dose inhibition, % at 10 µM; IC50 in µM for titrated hits; 290,000 compounds, 0.052% hits;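 active = inhibition of at least 50% with at least 30 cells and total cytoplasm GFP at most 10,000,000; inconclusive = under 30 cells or total GFP of 10,000,000 plus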
HIV peptide binding: cell-free HIV fusion peptide-binding blockers – biochemical, uHTS, fluorescence dequenching, primary screen (AID 1986). cell-free peptide binding, fluorescence dequenching, 30 min; higher % means a stronger effect. 290,000 compounds, 0.3% hits. inhibition, % at 20 µM, or IC50 in µM where a hit was titrated; in the data active = inhibition mostly above about 52%, no sharp cut-off; inactive = mostly below about 76%; note: some results filed as inactive read as strong as hits
GPR55 activation: GPR55 agonists via beta-arrestin recruitment, primary screen, imaging, U2OS cells, beta-arrestin-GFP redistribution (AID 1961); U2OS GPR55 beta-arrestin-GFP redistribution imaging; higher % means a stronger effect; activation, % at 10 µM, or EC50 in µM where a hit was titrated; 290,000 compounds, 0.048% hits;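 active = activation above 40% with more than 50 cells counted in the well; inconclusive = wells holding fewer than 50 cells, flagged as toxic or sparse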;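 note: U2OS osteosarcoma cells stably expressing GPR55 and beta-arrestin-GFP; plate controls were DMSO negative control for no effect and LPI positive control for full effect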
GPR55 antagonists: inhibition of LPI-stimulated GPR55 beta-arrestin translocation – imaging, U2OS, beta-arrestin-GFP, LPI agonist, primary screen (AID 2013) | U2OS GPR55 beta-arrestin-GFP translocation imaging, LPI antagonism; higher % means a stronger effect | one-dose inhibition, % at 10 µM; IC50 in µM for titrated hits | 290,000 compounds, 0.13% hits;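 active = spots per cell inhibited over 60%, with over 100 cells counted and total cytoplasm intensity under 500,000; inconclusive = wells with under 100 cells, flagged as likely toxic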;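 note: U2OS cells stably carrying GPR55 and arrestin-GFP stimulated by 5 µM LPI near EC80; imaged beta-arrestin-GFP aggregate spots per cell after agonist stimulation; plate controls were LPI-stimulated DMSO wells for no effect and DMSO wells without LPI for full effect; some results filed as inactive read as strong as hits; confirmed hits need IC50 under 10 µM and bright autofluorescent wells are also inconclusive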
AID2073: inhibitors of Mint1-CaV2.2 protein interaction, biochemical, HTRF (AID 2073); inhibition, % at 20 µM, or IC50 in µM where a hit was titrated; HTRF protein-protein interaction, Mint1-CaV2.2; higher % means a stronger effect; 290,000 compounds, 0.19% hits; in the data active = inhibition mostly above about 51%, no sharp cut-off; inconclusive = no clear call, values can overlap the other calls; inactive = mostly below about 53%; note: some results filed as inactive read as strong as hits
NOD1 inhibition: NOD1 signaling inhibitors, primary screen, cell-based, luminescence, uHTS (AID 1578). 290,000 compounds, 1% hits. NOD1-driven NF-kB luciferase reporter cells, luminescence; higher % means a stronger effect. one-dose inhibition, % at 4 µM; EC50 in µM for titrated hits; in the data active = inhibition mostly above about 36%, no sharp cut-off; inactive = mostly below about 34%;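 note: HEK-293T reporter cells stimulated with the NOD1 agonist gamma-tri-DAP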
* = called active by the depositor; ? = inconclusive; nt = not tested or not shown; [ ] = another dose, or the depositor's remark. Only part of the results is shown (hit frequency here may not be typical).

mol	KOR beta-arrestin-1	Siah-1 displacement	KOR beta-arrestin-2	GPR35 antagonists	HIV peptide binding	GPR55 activation	GPR55 antagonists	AID2073	NOD1 inhibition
Cc1ccc(N(CC(=O)NC(C)c2ccccc2)S(=O)(=O)c2cccs2)cc1 (configuration not stated)	0%	-2%	-1.6%	10%	4.3%	0.3%	-4%	0%	-7%
c1ccc(Cc2nnc3n2N=C(c2ccccc2)CS3)cc1	-37%[20 µM]	-3%	-2.3%	-22%	-2.4%	-0.1%	2%	0%	21%
O=C(N/N=C/c1ccc(N2CCCCC2)o1)c1ccccc1[N+](=O)[O-]	-10%	15%	2.1%	8%	6.2%	0.4%	5%	54%	-15%
CCN(CC)c1ccc(/C=N/NC(=O)CNC(=O)c2ccccn2)cc1	24%	6%	-1.8%	9%	-1.9%	-0.5%	18%	0%	-28%
CC(=O)c1cccc(CN2CCC(C(=O)Nc3ccc(-c4cccc(C)c4)cc3)CC2)c1	-147%[20 µM]	-2%	10%	4%	-2.0%	0.0%	11%	6%	-21%
COc1ccc(S(=O)(=O)N(C)C)cc1NC(=O)COC(=O)c1nn(C)c(=O)c2ccccc12	-30%	-2%	1.7%	-14%	-1.0%	0.3%	2%	3%	-19%
Oc1csc(Cc2nc(-c3ccc4ccccc4c3)cs2)n1	22%	0%	0.6%	4%	10%	0.3%	9%	6%	5%
CNc1ccc2c3c(cccc13)C(=O)N(C)C2=O	-10%	32%	2.5%	0%	160%	0.0%	2%	38%	-10%
COc1ccc(S(=O)(=O)Oc2ccc3c(c2)O/C(=C\c2cccnc2)C3=O)cc1	-74%	-3%	0.3%	16%	-1.0%	2.0%	4%	14%	12%
CC(C)Oc1cccc(C(=O)Nc2ncn[nH]2)c1	-14%	-3%	6.9%	-13%	-1.5%	-0.2%	1%	3%	-19%
CCOc1ccc(OCC)c(NC(=O)CNS(=O)(=O)c2cccs2)c1	-25%	5%	3.2%	19%	1.9%	-0.1%	20%	-1%	-17%
O=C(OCC(=O)N1CCOCC1)c1c(Cl)ccc(Cl)c1Cl	-16%	-1%	0.8%	-7%	0.1%	-0.2%	-14%	5%	-32%
O=C1NCCCC1C(=O)N/N=C/c1ccccc1[N+](=O)[O-] (configuration not stated)	1%	1%	-1.4%	-8%	0.5%	-0.1%	-12%	0%	-9%
COc1cc(C(=O)Nc2ccc3c(c2)Cc2cc(NC(=O)c4cc(OC)c(OC)c(OC)c4)ccc2-3)cc(OC)c1OC	-7%	-2%	-2.0%	-7%	0.3%	0.3%	-3%	50%	-30%
COc1cc(C(=O)NNC(=O)Cc2ccc(S(=O)(=O)N3CCOCC3)s2)cc(OC)c1OC	12%	-3%	0.5%	-4%	-0.5%	0.0%	10%	2%	-19%
CC(OC(=O)c1ccc(NC(=O)CC#N)cc1)C(=O)NC(=O)NC1CCCCC1 (configuration not stated)	11%	-4%	-2.1%	-4%	0.7%	0.2%	3%	18%	-26%
CC(C)(C)c1cc(NC(=O)c2cccs2)no1	-4%	7%	7.1%	-4%	1.8%	0.2%	6%	1%	-71%
CCCc1nnc(SCC(=O)N2CCCC(C)C2)n1CC1CCCO1 (configuration not stated)	7%	-4%	-2.3%	10%	-1.2%	0.2%	13%	0%	61%
O=C(O)c1ccc2[nH]c3c(c2c1)CCCC3	-12%[20 µM]	9%	-5.4%	9%	-0.4%	-0.1%	19%	9%	-28%
Cc1[nH]n(-c2ccccc2)c(=O)c1N=Nc1ccc2c(c1)OCO2	-20%	-4%	4.2%	2%	0.7%	0.2%	-10%	9%	-34%
Cc1cc(=O)[nH]c(SCC(=O)Nc2ccccc2[N+](=O)[O-])n1	21%	2%	0.8%	5%	-2.3%	-0.1%	12%	5%	-12%
Cc1nn(-c2ccccc2)nc1CNC(=O)C1CC1	-17%	0%	0.9%	3%	0.7%	-0.1%	6%	-2%	-13%
NC1=NC(=O)C(Cc2ccc(OC(F)(F)F)cc2)S1 (configuration not stated)	19%	-1%	-5.1%	-16%	-0.7%	-0.1%	-2%	2%	-8%
O=C(O)Cc1ccc(NC(=O)Nc2ccc(Br)cc2)cc1	-17%[20 µM]	-3%	nt	-9%	1.2%	1.1%	5%	21%	23%
Cc1cc(=O)n(-c2ccc(Cl)cc2)c(=O)[nH]1	18%	5%	-4.6%	1%	-2.4%	0.2%	7%	-2%	-31%
CN1C(=O)[C@@H]2[C@H](C1=O)[C@@H]1C(=O)Nc3ccccc3C(=O)N1[C@@H]2c1ccc(F)cc1	-28%[20 µM]	-1%	0.3%	-5%	-0.1%	1.7%	13%	17%	-1%
COc1ccc(-n2c(-c3ccc(Cl)cc3)c[n+]3c2CCc2ccccc2-3)cc1	-6%	12%	-5.4%	7%	-1.9%	0.0%	-3%	3%	20%
CCCCOc1ccc2c(c1)/C(=C(\C(Cl)=C(Cl)Cl)[N+](=O)[O-])N2	16%	15%	-6.3%	3%	7.0%	0.1%	17%	10%	0%
CC(C)(C)C(=O)/C=C(\N)c1ccccn1	10%	4%	2.8%	-10%	2.8%	-0.5%	-2%	1%	nt
CC(NC(=S)Nc1ccccc1Cl)C(c1ccccc1)N1CCOCC1 (configuration not stated)	21%	16%	1.2%	7%	-2.0%	-0.2%	0%	-14%	-20%
CCn1c(C)nc2cc(C(=O)NNC(=S)Nc3ccc(OC)cc3)ccc21	-5%	6%	-6.8%	5%	-2.4%	0.3%	0%	-6%	-24%
O=c1[nH]nc(SCc2nc3ccccc3s2)n1C1CC1	-31%	-1%	14%	3%	1.9%	-0.2%	9%	19%	-60%
CCOc1cc(C(c2c(C)[nH][nH]c2=O)c2c(C)[nH][nH]c2=O)ccc1OCc1ccc([N+](=O)[O-])cc1	-21%	-1%	0.7%	-1%	3.9%	0.0%	4%	6%	-14%
C=CCNc1nc2ccccc2c(=O)[nH]1	7%	1%	-2.1%	8%	1.6%	-0.4%	4%	?	-20%
CCOC(=O)c1sc2c(c1C)c(=O)n(Cc1ccccc1)c(=O)n2CCN(C)C	-21%	-1%	3.7%	-6%	1.1%	-0.1%	5%	-2%	-14%
CCOC(=O)c1cc(NC(=O)c2c(C)noc2C)cc(C(=O)OCC)c1	-12%	3%	-0.3%	-7%	1.7%	-0.1%	8%	-3%	-16%
COc1ccc2oc(C(F)(F)C(F)F)cc(=O)c2c1	17%	1%	-1.5%	18%	-1.2%	-0.1%	4%	24%	-16%
O=C(CN1CCc2ccccc2C1)NCC(=O)Nc1ccc(F)cc1	-5%	3%	-3.4%	-17%	1.6%	-0.2%	5%	0%	-25%
CCOC(=O)c1c2ccc(OCC(=O)NN)cc2n2ccccc12	-32%	2%	1.6%	-6%	2.2%	0.3%	0%	2.7µM*	-47%
COc1cccc(/C=C/C(=O)c2ccc[nH]2)c1	-17%	-3%	15%	-7%	-2.9%	0.1%	-10%	-6%	-27%

For reference, some entries already given:
mol	KOR beta-arrestin-1	Siah-1 displacement	KOR beta-arrestin-2	GPR35 antagonists	HIV peptide binding	GPR55 activation	GPR55 antagonists	AID2073	NOD1 inhibition
O=c1[nH]nc(SCc2nc3ccccc3s2)n1C1CC1	-31%	-1%	14%	3%	1.9%	-0.2%	9%	19%	-60%
CCOc1cc(C(c2c(C)[nH][nH]c2=O)c2c(C)[nH][nH]c2=O)ccc1OCc1ccc([N+](=O)[O-])cc1	-21%	-1%	0.7%	-1%	3.9%	0.0%	4%	6%	-14%
C=CCNc1nc2ccccc2c(=O)[nH]1	7%	1%	-2.1%	8%	1.6%	-0.4%	4%	?	-20%
CCOC(=O)c1sc2c(c1C)c(=O)n(Cc1ccccc1)c(=O)n2CCN(C)C	-21%	-1%	3.7%	-6%	1.1%	-0.1%	5%	-2%	-14%
CCOC(=O)c1cc(NC(=O)c2c(C)noc2C)cc(C(=O)OCC)c1	-12%	3%	-0.3%	-7%	1.7%	-0.1%	8%	-3%	-16%
COc1ccc2oc(C(F)(F)C(F)F)cc(=O)c2c1	17%	1%	-1.5%	18%	-1.2%	-0.1%	4%	24%	-16%
O=C(CN1CCc2ccccc2C1)NCC(=O)Nc1ccc(F)cc1	-5%	3%	-3.4%	-17%	1.6%	-0.2%	5%	0%	-25%
CCOC(=O)c1c2ccc(OCC(=O)NN)cc2n2ccccc12	-32%	2%	1.6%	-6%	2.2%	0.3%	0%	2.7µM*	-47%
COc1cccc(/C=C/C(=O)c2ccc[nH]2)c1	-17%	-3%	15%	-7%	-2.9%	0.1%	-10%	-6%	-27%

(list continues)
mol	KOR beta-arrestin-1	Siah-1 displacement	KOR beta-arrestin-2	GPR35 antagonists	HIV peptide binding	GPR55 activation	GPR55 antagonists	AID2073	NOD1 inhibition
O=C1CN(C(=O)COC(=O)c2cc(S(=O)(=O)N3CCOCC3)ccc2Cl)c2ccccc2N1	18%	4%	-2.9%	5%	0.9%	0.0%	10%	-12%	4%
CCCCCCCCCCCCN1C(=O)CSC1c1cccnc1 (configuration not stated)	-46%	2%	12%	26%	1.8%	-0.1%	-5%	14%	-4%
O=C(Nc1nnc2n1CCS2)c1ccco1	-59%	8%	0.1%	11%	-0.1%	-0.2%	2%	-4%	-33%
CN1CCSc2ccc(C(=O)NCc3ccccc3F)cc21	-19%[20 µM]	12%	1.8%	-4%	0.3%	0.5%	-7%	?	-14%
CCCc1c(C(=O)N/N=C(/C)c2ccncc2)nnn1-c1nonc1N	-8%	0%	0.4%	-4%	0.7%	-0.1%	17%	4%	1%
Cc1cc(C)c(C#N)c(N2CCSCC2)n1	12%	0%	-3.5%	10%	19%	-0.1%	11%	0%	-35%
COc1ccc(CN2CCC(Cc3ccccc3)CC2)c(C)c1C	-64%[20 µM]	2%	1.5%	-5%	-0.2%	-0.1%	9%	0%	-1%
COc1cc(NC(=O)CCCOc2ccc(Cl)cc2Cl)c(C(=O)O)cc1OC	-16%	17%	-1.2%	-10%	9.3%	-0.3%	-3%	13%	2%
Cc1ccc(CNC(=O)CN2C(=O)CSc3ccc(S(=O)(=O)N4CCC(C)CC4)cc32)cc1	10%	-6%	-5.5%	11%	-0.3%	-0.1%	7%	0%	-18%

Complete entries, looked up by structure. Values in the order: KOR beta-arrestin-1 | Siah-1 displacement | KOR beta-arrestin-2 | GPR35 antagonists | HIV peptide binding | GPR55 activation | GPR55 antagonists | AID2073 | NOD1 inhibition
Record of CN1CCSc2ccc(C(=O)NCc3ccccc3F)cc21 → -19%[20 µM] | 12% | 1.8% | -4% | 0.3% | 0.5% | -7% | ? | -14%
Record of CCCc1c(C(=O)N/N=C(/C)c2ccncc2)nnn1-c1nonc1N → -8% | 0% | 0.4% | -4% | 0.7% | -0.1% | 17% | 4% | 1%
